# Screens deposited in PubChem BioAssay by several laboratories.
# GPR55 beta-arrestin: selective activators of receptor GPR55 – imaging, U2OS cells, beta-arrestin-GFP redistribution, primary screen (AID 1961). U2OS GPR55 beta-arrestin-GFP redistribution imaging; higher % means a stronger effect. activation, % at 10 µM; hits with a dose series show EC50 in µM. 290,000 compounds, 0.048% hits;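 active = activation above 40% with more than 50 cells counted in the well; inconclusive = wells holding fewer than 50 cells, flagged as toxic or sparse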;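 also: U2OS osteosarcoma cells stably expressing GPR55 and beta-arrestin-GFP; plate controls were DMSO negative control for no effect and LPI positive control for full effect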
# GPR55 LPI antagonism: inhibition of LPI-stimulated GPR55 beta-arrestin translocation – imaging, U2OS, beta-arrestin-GFP, LPI agonist, primary screen (AID 2013); U2OS GPR55 beta-arrestin-GFP translocation imaging, LPI antagonism; higher % means a stronger effect; inhibition, % at 10 µM, or IC50 in µM where a hit was titrated; 290,000 compounds, 0.13% hits;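 active = spots per cell inhibited over 60%, with over 100 cells counted and total cytoplasm intensity under 500,000; inconclusive = wells with under 100 cells, flagged as likely toxic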;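 also: U2OS cells stably carrying GPR55 and arrestin-GFP stimulated by 5 µM LPI near EC80; imaged beta-arrestin-GFP aggregate spots per cell after agonist stimulation; plate controls were LPI-stimulated DMSO wells for no effect and DMSO wells without LPI for full effect; some results filed as inactive read as strong as hits; confirmed hits need IC50 under 10 µM and bright autofluorescent wells are also inconclusive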
# AID2073: disruptors of CaV2.2 binding to Mint1 – biochemical, HTRF (AID 2073); 290,000 compounds, 0.19% hits; HTRF protein-protein interaction, Mint1-CaV2.2; higher % means a stronger effect; one-dose inhibition, % at 20 µM; IC50 in µM for titrated hits; in the data active = inhibition mostly above about 51%, no sharp cut-off; inconclusive = no clear call, values can overlap the other calls; inactive = mostly below about 53%; also: some results filed as inactive read as strong as hits
# NTR1 ag: agonists of NTR1, primary screen, imaging, U2OS cells, beta-arrestin-GFP, high content (AID 493036) | NTR1-U2OS beta-arrestin-GFP spot imaging, agonist mode | P30989 | 330,000 compounds, 0.17% hits | activation, % at 20 µM;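 active = activation at or above 40% of the spot to cytoplasm intensity ratio, with at least 20 cells analyzed; inconclusive = wells under 20 cells, flagged as cytotoxic or low count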;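 also: 0% = DMSO without peptide and 100% = 100 nM NTR1 peptide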
# Target sequence (P30989 whole entry, looked up): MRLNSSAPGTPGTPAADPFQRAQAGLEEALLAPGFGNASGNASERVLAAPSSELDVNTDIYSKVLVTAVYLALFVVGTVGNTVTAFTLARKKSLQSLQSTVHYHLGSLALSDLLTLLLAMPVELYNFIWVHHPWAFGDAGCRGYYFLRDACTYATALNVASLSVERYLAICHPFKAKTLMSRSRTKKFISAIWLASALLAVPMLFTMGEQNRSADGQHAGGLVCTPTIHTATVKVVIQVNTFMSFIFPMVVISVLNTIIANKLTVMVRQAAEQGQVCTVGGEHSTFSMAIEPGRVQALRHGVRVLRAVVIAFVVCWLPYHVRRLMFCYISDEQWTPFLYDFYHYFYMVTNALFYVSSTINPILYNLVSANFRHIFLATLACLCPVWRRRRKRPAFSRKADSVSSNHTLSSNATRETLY
# GPR35 arrestin U2OS: inhibition of zaprinast-stimulated GPR35 beta-arrestin translocation – imaging, U2OS, beta-arrestin-GFP, zaprinast agonist, primary screen (AID 2058); U2OS GPR35 beta-arrestin-GFP translocation imaging, zaprinast antagonism; higher % means a stronger effect; one-dose inhibition, % at 10 µM; IC50 in µM for titrated hits; 290,000 compounds, 0.052% hits;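 active = inhibition of at least 50% with at least 30 cells and total cytoplasm GFP at most 10,000,000; inconclusive = under 30 cells or total GFP of 10,000,000 plus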
# NS5 inhibitors: Dengue-2 NS5 methyltransferase inhibitors, primary screen, biochemical, confirmation dose response (AID 588689). Dengue-2 NS5 methyltransferase capping enzyme assay, biochemical; higher % means a stronger effect. inhibition, % at 25 µM; hits with a dose series show IC50 in µM. 340,000 compounds, 0.3% hits; in the data active = a potency from the dose series; inconclusive = inhibition above about 29% without an active follow-up result
# Large T inhibition: TAg ATPase/helicase activity blockers – biochemical (AID 1903); SV40 large T antigen ATPase/helicase inhibition assay; higher % means a stronger effect; one-dose inhibition, % at 20 µM; IC50 in µM for titrated hits; 310,000 compounds, 0.39% hits; in the data active = a potency from the dose series; inconclusive = inhibition mostly from about 32% at the one dose, without a potency; inactive = the rest, 99 in 100 with inhibition below about 32%; also: strong numbers were not always called active
# Yfh1-off respiration: enhancers of respiration in Yfh1-depleted yeast, dose response, Friedreich's ataxia, plus single-dose screen (AID 1465); S. cerevisiae Yfh1-off respiration, WST-1 reduction, 72 h; higher fold induction means a stronger effect; 220,000 compounds, 0.074% hits; fold induction at 50 µM, or EC50 in µM where a hit was titrated;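 active = fold induction of absorbance versus untreated yeast above a set limit, then at least 30% activation at any dose in follow-up; inconclusive = repeats straddling the limit, or above it without dose testing; inactive = fold induction below the set limit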;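 also: activators that raise dye reduction in frataxin-depleted yeast; strong numbers were not always called active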
# MgcRacGAP inhibition: MgcRacGAP GTPase-activating activity inhibitors, confirmation, biochemical, ADP Hunter fluorescence; 340,000 compounds, 0.6% hits; AID 624330; MgcRacGAP-stimulated Rac1 GTP hydrolysis, ADP Hunter fluorescence; higher % means a stronger effect; GST-tagged Rac1 F28L mutant substrate; inhibition, % at 30 µM; hits with a dose series show IC50 in µM;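 active = first-screen hits whose inhibition reached a set limit at any dose in the follow-up dose series; inconclusive = inhibition above the set first-screen limit but never retested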;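 also: fluorescence reports GDP produced by GAP-driven GTP hydrolysis; strong numbers were not always called active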
# NTR1 ag cell count 20 µM: further read-out of NTR1 ag, marked with its call; cell count; measured here: cell count, cytotoxicity flag
# * = called active by the depositor; i = inactive; ? = inconclusive; . = not tested or not shown.
SMILES,GPR55 beta-arrestin,GPR55 LPI antagonism,AID2073,NTR1 ag,NTR1 ag cell count 20 µM,GPR35 arrestin U2OS,NS5 inhibitors,Large T inhibition,Yfh1-off respiration,MgcRacGAP inhibition
O=C(N/N=C/c1c[nH]c2ccccc12)c1ccc(Cl)cc1,-0.1%,-8.7%,11.9%,4.4,82,0.1%,-3.3%,15.5%,.,6.4%
O=C(CN1CCc2ccccc2C1)Nc1ccccc1N1CCCCCC1,0.5%,5.4%,-4.0%,19.6,70,-2.5%,-2.4%,1.2%,i,11.5%
Cc1ccc(OCCC(=O)O)cc1,0.3%,6.1%,20.3%,0.7,71,-2.0%,-7.9%,5.6%,i,-3.9%
O=C(OCc1nnc(-c2ccccc2)o1)c1ccc(CO)cc1,0.6%,16.0%,9.4%,1.0,37,3.9%,-9.3%,3.3%,i,3.5%
COC(=O)CSc1nnc(COc2ccc3ccccc3c2)o1,-0.2%,11.5%,0.3%,0.1,66,11.3%,0.8%,15.4%,.,6.3%
CC(C)c1c(C(=O)N/N=C/c2c[nH]c3ccccc23)nnn1-c1nonc1N,-0.2%,-15.3%,8.4%,5.4,74,3.6%,-8.9%,2.3%,.,14.4%
CCOC(=O)N1CCC(NCCNC(=O)c2ccco2)CC1,-0.1%,1.3%,-15.6%,-1.7,28,2.0%,5.5%,.,i,?
O=C(CCCNS(=O)(=O)c1cccc2nsnc12)NC1CCCCC1,0.0%,5.8%,4.1%,1.5,48,0.0%,0.0%,-1.2%,i,-0.4%
O=C(N/N=C1/CC2C=CCC12)c1ccc(Br)o1 (stereo unspecified),-0.1%,3.6%,2.6%,6.1,73,11.6%,-5.8%,-3.6%,i,2.2%
O=C(CN(Cc1ccccc1Cl)C(=O)c1csnn1)NCc1ccc2c(c1)OCO2,-0.4%,6.4%,0.4%,2.1,36,-2.7%,-1.5%,5.5%,.,11.4%
CC(C)CCOc1cccc(OCC(=O)NC2CCS(=O)(=O)C2)c1 (stereo unspecified),-0.1%,6.4%,-5.3%,4.8,51,-12.1%,-3.2%,-3.7%,i,7.8%
Cc1ccc(Oc2cc(C)nc(-c3ccccc3O)n2)cc1,0.2%,6.2%,4.1%,3.2,46,-4.0%,0.0%,7.2%,i,7.3%
COc1ccc(NC(=O)CSCc2ccc(C)cc2)cc1,0.8%,11.2%,-1.6%,1.9,80,-10.2%,-3.6%,-0.1%,i,4.9%
NC(=O)COc1ccc2oc(=O)cc(-c3cc4ccccc4o3)c2c1,-0.1%,11.6%,20.5%,3.5,73,6.9%,5.3%,28.2%,.,7.8%
COc1ccc(C2CC(Cn3cc(C#N)c(=O)n(C)c3=O)ON2C)cc1 (stereo unspecified),0.6%,-1.5%,14.4%,1.7,53,-5.5%,.,7.8%,i,.
O=C(NCc1cccs1)C1CCCN1C(=O)NC1CCCCC1 (stereo unspecified),-0.1%,-5.9%,2.7%,1.2,74,8.2%,-4.9%,3.6%,i,1.9%
COc1ccc(CN2CCC(N3CC(C)OC(C)C3)CC2)c(OC)c1OC (stereo unspecified),-0.1%,-18.7%,-10.2%,0.8,73,13.7%,-5.9%,8.9%,.,66µM*
Cc1[nH]nc2nc(SCC(=O)NCCC3=CCCCC3)n(-c3ccc(Br)cc3)c(=N)c12,-0.2%,3.0%,15.6%,8.7,53,9.8%,-3.9%,5.8%,.,2.0%
CC1CCCCC1NC(=O)c1ccc(NS(=O)(=O)c2ccc3[nH]c(=O)[nH]c3c2)cc1 (stereo unspecified),.,.,.,-0.6,51,.,5.0%,11.4%,.,3.0%
CN(C)CCn1c2c(c(SCC(=O)Nc3cccc4ccccc34)nc1=O)CCC2,.,.,.,0.6,66,.,1.5%,35.5%,.,9.4%
CCc1ccc(C(=O)OCC(=O)NC2CCCC2)cc1,0.0%,-6.6%,1.3%,0.1,94,2.8%,-5.9%,5.5%,.,.
Cc1ccc2[nH]c(O)c(N=NC(=O)c3ccc(NS(=O)(=O)c4cccs4)cc3)c2c1,-1.9%,3.2%,12.6%,7.1,65,-5.7%,0.9%,16.6%,i,-0.8%
CCCC1=NN2C(=N)/C(=C\c3ccc(SCc4ccco4)o3)C(=O)N=C2S1,0.0%,25.1%,37.1%,-3.2,66,8.0%,1.6%,29.3µM*,i,60.1%
CCC(=O)Nc1nnc(-c2ccco2)o1,0.3%,2.0%,-5.5%,1.4,105,-18.6%,-4.8%,4.2%,i,0.2%
CCc1ccc(C2=NN(C(=O)OC)C(O)(C(F)(F)F)C2)cc1 (stereo unspecified),0.2%,-3.2%,2.3%,-0.3,27,-8.4%,-4.5%,3.6%,i,6.5%

# Later entries
SMILES,GPR55 beta-arrestin,GPR55 LPI antagonism,AID2073,NTR1 ag,NTR1 ag cell count 20 µM,GPR35 arrestin U2OS,NS5 inhibitors,Large T inhibition,Yfh1-off respiration,MgcRacGAP inhibition
Cc1ccccc1Cn1cnc2ccccc2c1=O,0.1%,-3.8%,-1.0%,6.0,65,0.8%,-4.2%,5.9%,i,9.0%
O=C(/C=C/c1ccccc1)NC(=S)Nc1cccnc1,0.0%,-8.3%,-7.5%,0.6,49,-4.5%,-5.6%,8.0%,i,-2.0%
O=C1C2CC=CCC2C(=O)N1Cc1nnc(-c2ccc(Cl)cc2)o1 (stereo unspecified),0.4%,3.8%,3.3%,2.1,47,-4.5%,-13.5%,11.5%,i,1.1%
COc1ccccc1Nc1ccncc1[N+](=O)[O-],-0.1%,2.0%,21.5%,0.1,62,10.9%,-6.4%,14.5%,i,1.9%
C(=N\Nc1nc(-c2ccccc2)cs1)/c1ccncc1,0.7%,2.8%,3.6%,8.0,24,8.9%,6.2%,-13.6%,i,3.2%
O=C(O)COc1ccccc1/C=N/NC(=O)CNC(=O)c1ccco1,0.2%,-29.0%,6.7%,0.3,56,1.6%,-4.4%,-13.3%,.,13.4%
Cc1ccc(NC(=O)COC(=O)CCCC2=NS(=O)(=O)c3ccccc3N2)cc1C,0.2%,10.3%,-1.3%,1.6,68,14.4%,-3.9%,-2.2%,.,11.7%
O=C(CSc1nc(N2CCCCC2)nc(N2CCCCC2)n1)c1ccccc1,-0.1%,-1.2%,0.7%,6.9,38,2.2%,-10.8%,5.9%,i,7.8%
O=C(Cc1ccc(Cl)cc1)NCc1ccccc1Cl,0.7%,-5.6%,1.7%,1.0,34,0.9%,-4.0%,9.0%,i,4.9%
Cc1ccccc1-c1nc(CS(=O)(=O)CC(=O)NC(C)c2ccccc2)c(C)o1 (stereo unspecified),0.3%,11.4%,5.6%,1.9,59,-11.2%,-1.8%,27.8%,.,4.3%
O=C1CNC(=O)/C1=C/c1ccc(Br)cc1,0.3%,7.7%,12.0%,0.6,44,-3.1%,>100µM*,26.5%,i,6.1%
Cc1ccc(OCC(=O)NC2CC(C)(C)NC(C)(C)C2)cc1C,-0.1%,5.8%,-13.0%,1.3,49,6.9%,-5.7%,-4.5%,i,3.4%
Cn1c(=O)n(C)c2cc(N3CCCC3)c(NC(=O)c3cccc(F)c3)cc21,-0.2%,9.7%,-17.4%,1.7,70,21.5%,13.8%,?,.,?
O=c1c2cn(Cc3ccc(F)cc3)c3ccc(F)cc3c-2nn1Cc1ccc(F)cc1,-0.1%,0.0%,12.1%,1.4,81,1.6%,-0.7%,.,.,.
COC(=O)N/N=C(C)/C=C/c1ccccc1,.,.,.,0.0,40,.,5.5%,.,i,5.2%
CCn1c2ccccc2c2c3ncc4cccn4c3ccc21,0.1%,13.9%,32.6%,-0.2,42,15.8%,-6.5%,10.1%,i,4.0%
Fc1ccc(CSc2ncnc3ccccc23)cc1,-0.1%,3.5%,-3.2%,2.1,70,-8.1%,-2.9%,5.2%,i,1.9%
O=C(CCCOc1ccc(Cl)cc1Cl)Nc1ccccn1,-0.1%,10.9%,5.5%,4.2,23,12.2%,3.0%,21.2%,i,3.2%
O=C(CCCCCC(=O)N(CCO)CCO)N(CCO)CCO,-1.0%,2.5%,-0.4%,-0.4,54,7.9%,0.7%,10.9%,i,10.0%
Cc1cc(NC(=O)c2ccc3c(c2)OCO3)ccc1NC(=O)c1ccco1,-0.4%,5.7%,-4.4%,1.1,40,5.9%,-4.1%,2.9%,i,13.5%
COc1cc(NC(=S)N2CCN(c3ccccn3)CC2)c(OC)cc1Cl,0.0%,13.1%,-6.1%,0.1,51,-1.0%,-7.3%,5.3%,i,3.9%
CO/N=C/C(C#N)=C/c1cc(C(=O)c2ccc(F)cc2)cn1C,0.2%,-10.2%,2.3%,0.3,41,-7.5%,0.8%,-2.7%,i,9.3%
C(#Cc1ccccc1)CN1CCOCC1,0.5%,18.0%,20.1%,1.2,39,0.0%,3.1%,-3.1%,i,-2.0%

# Only MgcRacGAP inhibition and GPR35 arrestin U2OS, for some of the entries so far:
smiles	MgcRacGAP inhibition	GPR35 arrestin U2OS
O=C(/C=C/c1ccccc1)NC(=S)Nc1cccnc1	-2.0%	-4.5%
C(#Cc1ccccc1)CN1CCOCC1	-2.0%	0.0%
O=C(CCCOc1ccc(Cl)cc1Cl)Nc1ccccn1	3.2%	12.2%
O=c1c2cn(Cc3ccc(F)cc3)c3ccc(F)cc3c-2nn1Cc1ccc(F)cc1	.	1.6%

# Entries shown so far with a thiophene ring, fused or not (2):
SMILES,GPR55 beta-arrestin,GPR55 LPI antagonism,AID2073,NTR1 ag,NTR1 ag cell count 20 µM,GPR35 arrestin U2OS,NS5 inhibitors,Large T inhibition,Yfh1-off respiration,MgcRacGAP inhibition
O=C(NCc1cccs1)C1CCCN1C(=O)NC1CCCCC1 (stereo unspecified),-0.1%,-5.9%,2.7%,1.2,74,8.2%,-4.9%,3.6%,i,1.9%
Cc1ccc2[nH]c(O)c(N=NC(=O)c3ccc(NS(=O)(=O)c4cccs4)cc3)c2c1,-1.9%,3.2%,12.6%,7.1,65,-5.7%,0.9%,16.6%,i,-0.8%
